From PubChem
FBW7 act: activators of human E3 ligase FBW7; normalized activity (activation), % at 26.1 µM; AID 1259310; AlphaScreen FBW7–phospho-cyclin E peptide binding, activator screen; hit rate 0.13% among 650,000; Q969H0; in the data active = normalized activity above about 1.9%;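 note: purified mutant Fbw7 with reduced substrate affinity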
Target sequence (Q969H0 whole entry, looked up): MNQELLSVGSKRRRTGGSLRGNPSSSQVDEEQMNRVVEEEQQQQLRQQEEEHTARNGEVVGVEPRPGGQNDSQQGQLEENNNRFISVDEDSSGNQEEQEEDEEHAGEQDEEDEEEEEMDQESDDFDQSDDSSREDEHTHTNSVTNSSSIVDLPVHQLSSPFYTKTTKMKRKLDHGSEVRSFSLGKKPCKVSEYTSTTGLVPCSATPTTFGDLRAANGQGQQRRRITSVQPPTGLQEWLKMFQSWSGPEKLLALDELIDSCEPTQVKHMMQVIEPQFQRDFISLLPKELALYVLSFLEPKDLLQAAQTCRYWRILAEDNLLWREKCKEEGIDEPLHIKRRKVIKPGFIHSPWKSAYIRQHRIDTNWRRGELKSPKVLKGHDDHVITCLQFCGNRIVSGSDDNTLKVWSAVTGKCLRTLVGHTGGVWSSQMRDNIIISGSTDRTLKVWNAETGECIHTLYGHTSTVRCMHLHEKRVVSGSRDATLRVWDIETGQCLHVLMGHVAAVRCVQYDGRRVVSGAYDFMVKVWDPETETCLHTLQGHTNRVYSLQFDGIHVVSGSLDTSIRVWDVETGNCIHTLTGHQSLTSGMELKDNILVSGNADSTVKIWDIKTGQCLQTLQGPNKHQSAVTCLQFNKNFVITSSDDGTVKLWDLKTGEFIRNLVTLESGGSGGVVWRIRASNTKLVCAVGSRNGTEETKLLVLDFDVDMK
MITF inh: inhibitors of human MITF; O75030; AlphaScreen MITF homodimerization, bead proximity signal; inhibition, % at 2.6 µM; hit rate 0.91% among 650,000; AID 1259374; in the data active = inhibition above about 50%;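 note: 0% = vehicle wells with protein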
GPR151 ag: activates the human receptor GPR151; Q8TDV0; PathHunter beta-arrestin GPR151 cells, luminescence; activation, % at 11.2 µM; hit rate 1% among 650,000; AID 1508602; in the data active = activation above about 4.9%;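 note: 0% = median of compound wells and 100% = cells with positive control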
TEAD-YAP block: TEAD-YAP interaction inhibition | HEK-TIYL cells, TEAD-Gal4/YAP UAS-luciferase luminescence | inhibition, % at 9.12 µM | AID 1259422 | hit rate 1.4% among 640,000; in the data active = inhibition above about 32%;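 note: 0% = median of test compound wells and 100% = reference inhibitor wells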
* marks the source's active call; other numbers are inactive results; & = joins results of further samples; ! = not confirmed by another sample.

Compound | FBW7 act | MITF inh | GPR151 ag | TEAD-YAP block
NC(=O)COc1ccc(/C=C2\C(=O)NC(=O)N(c3ccc(Cl)cc3Cl)C2=O)cc1 | 0.2 | -1 | 2.1 | -5
COc1ccc2c(c1)C1=NN(/C(C)=C/C(C)=O)C(c3cccc([N+](=O)[O-])c3)C1CC2 (centres undefined) | 0.2 | 12 | 0.3 | 1
CC1CC(=O)Nc2ccccc2N1C(=O)Cc1ccc(Cl)cc1 (centres undefined) | 0.3 | 6 | -1.1 | -16
CC(C)c1nc(NN)c2c3c(sc2n1)CCCC3 | 0.2 | 5 | 0.1 | -4
N#CCc1c(C#N)c(N)nc(N2CCCCC2)c1C#N | -0.1 | 7 | 0.7 | -6
CCOC(=O)c1c(NC(=O)CSc2nnc(CNC(=O)c3ccccc3OC)n2-c2ccccc2OC)sc2c1CCC2 | 0.4 | 14 | -1.0 | 10
CC(C)(C)n1nnnc1C(c1ccc(Cl)cc1)N1CCN(C(=O)c2ccco2)CC1 (centres undefined) | -0.1 | 19 | -1.3 | 3
COc1ccc(NC(=O)C2CC(=O)N(Cc3ccc4c(c3)OCO4)C(=Nc3ccc(Cl)cc3)S2)cc1 (centres undefined) | 0.2 | 14 | -0.7 | 1
CCOC(=O)C1CCCN(Cc2cc(OC)c(O)c(OC)c2)C1 (centres undefined) | 0.0 | 14 | -1.0 | 19
Cc1ccc(OCC(=O)Nc2ccccc2N2CCOCC2)cc1C | -0.1 | 6 | 3.1 | -6
COc1ccc(CCN2CCC(Nc3nc4ccccc4n3Cc3ccc(F)cc3)CC2)cc1 | -0.2&-0.1 | -3&23 | 9.2*! | 5
COc1ccc(C(=O)N2CCC[C@@H]3CN(CCC(C)C)CC[C@H]32)c(OC)c1 | -0.1 | -2 | -0.9 | 8

Carrying on.
Compound | FBW7 act | MITF inh | GPR151 ag | TEAD-YAP block
O=C(Cn1c(=O)n(Cc2ccc3c(c2)OCO3)c(=O)c2ccccc21)c1ccccc1 | 0.2 | 12 | -1.2 | -9
Cc1ccc(NS(=O)(=O)c2cc3c(cc2C)n(C)c(=O)c(=O)n3C)c(C)c1 | -0.1 | 1 | 2.5 | 0
O=C(Nc1cccc(Cl)c1)c1cc2ccccc2oc1=O | 0.1 | -4 | -0.3 | -6
CCOC(=O)C1=C(N)N(c2ccc(Cl)cc2)C2=C(C(=O)CC(C)(C)C2)C1c1ccc(C(C)(C)C)s1 (centres undefined) | 0.0 | 2 | 1.9 | 9
Cc1cccc(N2CCN(c3ncnc4c3cnn4-c3ccccc3)CC2C)c1 (centres undefined) | 0.7 | 14 | -0.5 | 43*
COc1ccc(NC(=O)N2CCN(c3ccccn3)CC2)cc1 | 0.1 | 2 | 0.8 | -8
CCOc1cc(CN2CCC3(CC2)CC3C(=O)Nc2ccc(OC)c(Cl)c2)ccc1O (centres undefined) | 0.0 | -16 | -0.8 | 0
COCCN(C(=S)Nc1cccc(OC)c1)C1CCN(C(C)C)CC1 | 0.0 | 0 | -0.1 | -1
O=C(O)C1C2CCC(C2)C1C(=O)Nc1ccc([N+](=O)[O-])cc1 (centres undefined) | 0.1 | 7 | -0.7 | 9
COC(=O)Cc1nc(NCc2ccc(Cl)cc2)c2c(C)c(C)sc2n1 | 0.6 | 21 | 1.1 | 7
O=C1C2C3CC(C(Br)C3Br)C2C(=O)N1Nc1ccccc1 (centres undefined) | -0.1 | -15 | 0.4 | -5
CC1CCN(S(=O)(=O)c2ccc(S(=O)(=O)N3CCN(C=O)CC3)cc2)CC1 | 0.4 | 16 | -0.2 | -2

Continuation.
Compound | FBW7 act | MITF inh | GPR151 ag | TEAD-YAP block
Cc1ccc(NC(=O)COc2cccc3c2CCN(Cc2ccccc2)C3=O)cc1 | 0.1 | 18 | -0.3 | -3
Cc1c(-c2ccccc2)n[nH]c1C(=O)N/N=C/c1cccc(O)c1 | 0.0 | 18 | -6.0 | 1
COc1ccc(-n2nc3c(c2NC(=O)c2ccccc2F)CS(=O)C3)cc1 (centres undefined) | 0.0 | -9 | -1.0 | 9
O=C1CCC(=O)N1c1ccc(-c2ccc(N3C(=O)CCC3=O)cc2)cc1 | -0.1 | -7 | -1.4 | 2
COc1ccc(OC)c(S(=O)(=O)c2c(OC)ccc(OC)c2C(=O)O)c1C(=O)O | 0.0 | 6 | 1.5 | -4
CC(=O)Nc1nnc(SCC(=O)NCc2cccs2)s1 | 0.0 | 0 | 0.5 | -3
COc1cc(C2NCCc3c2[nH]c2ccccc32)ccc1OCC(N)=O (centres undefined) | 0.0 | -10 | 1.2 | 9
COc1ccc(CCNc2nc(-c3ccc(OC)c(OC)c3)no2)c(OC)c1 | 0.0 | -3 | -1.9 | -11
Cc1ccc(NC(=O)/C(C#N)=N/Nc2ccc(S(=O)(=O)Nc3ncccn3)cc2)c(C)c1 | 0.0 | 16 | -0.2 | -3
N#C/C(=C\c1ccc(-c2cccc(C(F)(F)F)c2)o1)c1nn(-c2ccccc2)c(N)c1C#N | 0.2 | 22 | 1.3 | -1
NNC(=O)c1nnn(-c2nonc2N)c1CSc1nc2ccccc2[nH]1 | 0.4 | 17 | -0.5 | 6
CCOC(=O)C(=O)N1CCC(Cc2ccccc2)CC1 | -0.5 | 18 | 1.1 | 5

The results go on.
Compound | FBW7 act | MITF inh | GPR151 ag | TEAD-YAP block
c1nc2nc3c(c(NCc4ccc5c(c4)OCO5)n2n1)CCC3 | 0.1 | 3 | -0.5 | -6
Oc1c(CN2CCOCC2)ccc2ccccc12 | -0.1 | 13 | -0.3 | 5
CCCOC(=O)c1ccccc1NC(=O)c1c(O)c2c([nH]c1=O)CCCC2 | 0.0 | -2 | -0.7 | -8
Cc1ccc2onc(CC(=O)N3CCCC(C)C3)c2c1 (centres undefined) | -0.1 | 9 | 2.6 | -10
CC1Cc2ccccc2N1C(=O)C1CCCCN1S(=O)(=O)c1ccccc1 (centres undefined) | -0.2 | 3 | 4.1 | 2
CCOc1ccc(/C(C)=N/NC(=O)c2ccc(CN3CCOCC3)cc2)cc1 | 0.6 | -8 | 1.0 | -1
COCCNc1nc2nonc2nc1N1CCC(N2C[C@@H](C)O[C@@H](C)C2)CC1 | 0.1 | -5 | -0.8 | -36
COc1ccccc1Cn1c(SCc2c(F)cccc2Cl)nc2ccc(Br)cc2c1=O | 0.0 | 6 | -0.8 | -3
CC(C)NC(=O)CN1C(=O)c2cccnc2Oc2ccc(Cl)cc21 | -0.1 | 2 | -0.4 | 6
COc1cc(/C=C2/C(=O)NC(=O)N(c3ccccc3OC)C2=O)ccc1O | 0.5 | 16 | 0.2 | -2
Cc1cc(NCc2cccc(C(F)(F)F)c2)nc(-c2ccc(C(N)=O)cc2)n1 | -0.1 | 9 | 0.2 | 1
O=C(Nc1ccccc1C(=O)O)c1ccccc1F | 0.1 | 8 | -4.3 | -9

Carrying on:
Compound | FBW7 act | MITF inh | GPR151 ag | TEAD-YAP block
C=CCn1c2ccccc2c2nnc(SC(CC)C(=O)Nc3sc4c(c3C(=O)OCC)CCCC4)nc21 (centres undefined) | -0.1 | -97 | 1.4 | 12
CCN(CC)c1ccc(C(=O)NCCc2ccccc2)cc1 | 0.1 | 6 | 7.0* | -47
Cc1nnc(SCC(=O)NC2CCS(=O)(=O)C2)n(N)c1=O (centres undefined) | 0.3 | 8 | -1.3 | 4
CSc1ccc(Cl)c(C(=O)NCc2ccc3c(c2)OCO3)c1 | 0.4 | -3 | 1.5 | 10
O=C(Nc1ccccc1Br)c1cc(S(=O)(=O)NC2CCCCCC2)ccc1F | 0.0 | -4 | 0.3 | 2
O=C(O)/C=C/C(=O)Nc1ccc(C(=O)c2ccccc2)cc1 | -0.1 | 1 | 3.4 | -12
CC(=O)n1cc(/C=C2\N=C(c3ccc(Cl)cc3)OC2=O)c2cc(Br)ccc21 | 0.0 | -1 | 2.0 | -6
COCCOC(=O)C1=C(C)NC(=O)NC1c1ccccc1OC(C)C (centres undefined) | 0.2 | 10 | 2.5 | 4
O=C(Cc1cccs1)N1CCC(n2nc(C3CC3)ccc2=O)CC1 | 0.0 | -6 | 1.1 | -9
C=CCn1c(SCC(=O)NCCc2ccccc2)nc2sc3c(c2c1=O)CCC3 | -0.1 | 1 | 1.7 | 1
COc1ccccc1NS(=O)(=O)c1ccc2[nH]c3c(c2c1)CCCC3 | 0.1 | -1 | 1.1 | 7
NC(=O)c1ccccc1OCC(=O)Nc1ccc(-c2ccccc2)cc1 | -0.1 | -4 | 2.4 | 2

The listing continues:
Compound | FBW7 act | MITF inh | GPR151 ag | TEAD-YAP block
CN(C)CCCNc1ncnc2ccccc12 | -0.3 | 7 | -1.5 | 1
CN(C)C(=O)Cc1ccc(NS(C)(=O)=O)cc1 | -0.2 | -12 | -0.8 | 9
O=C(Nc1cccc(-c2ccn[nH]2)c1)C1CCN(Cc2nccs2)CC1 | 0.4 | 9 | -0.2 | 8
CCOc1cccc(/C=N/N2CCN(Cc3ccccc3)CC2)c1O | -0.2 | 4 | 0.1 | -4
COCCn1c(=NC(C)=O)sc2cc(OC)ccc21 | 0.0 | 8 | 0.6 | 0
COc1cccc(CNC(=O)c2cn3cc(-c4cn[nH]c4)ccc3n2)c1 | -0.1 | 6 | 0.0 | -15
NC(=O)N/N=C/c1ccc(OC(F)F)cc1 | 0.0 | -4 | -1.6 | 0
C=CCNC(=O)C1CC(c2cccc(Br)c2)=NO1 (centres undefined) | 0.1 | 4 | 0.2 | -6
O=C(Nc1cccc(N2CCC(NCc3ccon3)CC2)c1)c1cccc(C(F)(F)F)c1 | 0.0 | 4 | -0.3 | -16
CCc1ccc2c3c(c(C)[nH]c13)CCN1C(=O)OC(C)(C)C21C (centres undefined) | -0.1 | -3 | -2.2 | 2
CCOC(=O)c1c(NC(=O)c2cccnc2)sc(C(=O)OC(C)(C)C)c1C | -0.2 | 1 | 1.1 | 6
Cc1cc(C)c2c(NCc3ccc(F)c(F)c3)n[nH]c2n1 | -0.2 | -3 | -2.2 | -7

Remaining list, next part:
Compound | FBW7 act | MITF inh | GPR151 ag | TEAD-YAP block
CN(/N=C/c1ccncc1)c1cnc2ccccc2n1 | 0.6 | 9 | -0.2 | -44
Cc1cc(-c2ccc(NC(=O)CCC(=O)O)c(C)c2)ccc1NC(=O)CCC(=O)O | -0.1 | -21 | -1.1 | 6
CC(C)CCN1CCN(Cc2cc(F)ccc2-n2cccn2)CC1CCO (centres undefined) | -0.2 | -8 | -0.7 | -13
C=CCNc1nc(Cl)nc(Nc2ccccc2F)n1 | 0.1 | 6 | -0.3 | -34
CNC(=S)Nc1cccc2ccccc12 | -0.2 | -19 | 0.3 | -3
Fc1ccc(CN2CCN(CC3CC4C=CC3C4)CC2)cc1 (centres undefined) | 0.0 | 79* | -0.3 | 7
COc1ccccc1CN1CCC(C)CC1 | -0.1 | -4 | 0.4 | -7
CCN(c1ccccc1)S(=O)(=O)c1cc(N)ccc1Cl | 0.2 | 14 | -1.0 | -3
C=C(C)CNC(=O)CC1C(=O)NCCN1Cc1ccc(F)c(F)c1 (centres undefined) | -0.1 | -1 | -0.2 | -11
COc1ccc(C)cc1NC(=O)Nc1ccnn1-c1cccc(C(=O)Nc2ccc(N3CCOCC3)cc2)c1 | -0.1 | 2 | 1.8 | 11
COc1ccc(C(=O)NC(=S)N2CCN(c3ccccc3OC)CC2)cc1 | -0.1 | -17 | 0.4 | -15
CNC(=O)CN1CCN(c2ncnc3c2nnn3C)CC1 | 0.6 | 3 | -1.0 | -1

New compounds follow.
Compound | FBW7 act | MITF inh | GPR151 ag | TEAD-YAP block
COc1ccc(C(=O)NC2C([O-])=N/[N+](=C\c3ccccc3OC)C2c2ccc(C)cc2)cc1 (centres undefined) | 0.2 | -5 | -0.4 | -8
O=C(c1cccs1)N1CCN(Cc2ccc(Br)cc2)CC1 | 0.1 | 13 | -0.6 | 9
COc1ccccc1C(=O)NC1(C(F)(F)F)C(=O)NC(C)=C1C#N (centres undefined) | 0.0 | 9 | 0.1 | -3
O=C(Nc1ccc(Oc2cccnc2)cc1)C1CCN(CC2CCOC2)CC1 (centres undefined) | 0.2 | 9 | -2.0 | 9
CN(Cc1ccccc1)C(=O)c1ccc(NS(C)(=O)=O)cc1 | -0.1 | 1 | 2.5 | 1
O=C(CN1CCC(c2nc3ccccc3[nH]2)CC1)NCC1COCCO1 (centres undefined) | 0.0 | -7 | 0.2 | -5
Clc1ccc(CSc2nnc3c(n2)OC(c2ccncc2)Nc2ccccc2-3)cc1 (centres undefined) | -0.2 | 0 | -0.1 | -5
Cc1cccn2cc(-c3ccc(NC(=O)COc4ccccc4)cc3)nc12 | -0.1 | -16 | -1.5 | -4

The order is random; overall some 3.4% were active at least once.
